# Screening data as filed in PubChem.
# RBX1-CUL1 inh – blocks human RBX1-Cullin-1 di-ubiquitin formation. inhibition, % at 10 µM. 140,000 compounds, 0.6% hits. in vitro K48 di-Ub FRET, acceptor:donor ratio, 45 min. AID 1347404; in the data active means inhibition above about 25%
# Target sequence (P62877 whole entry, looked up): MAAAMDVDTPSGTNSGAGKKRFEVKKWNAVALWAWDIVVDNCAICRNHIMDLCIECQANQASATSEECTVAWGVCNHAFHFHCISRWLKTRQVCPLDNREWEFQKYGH
# Target sequence (Q13616 whole entry, looked up): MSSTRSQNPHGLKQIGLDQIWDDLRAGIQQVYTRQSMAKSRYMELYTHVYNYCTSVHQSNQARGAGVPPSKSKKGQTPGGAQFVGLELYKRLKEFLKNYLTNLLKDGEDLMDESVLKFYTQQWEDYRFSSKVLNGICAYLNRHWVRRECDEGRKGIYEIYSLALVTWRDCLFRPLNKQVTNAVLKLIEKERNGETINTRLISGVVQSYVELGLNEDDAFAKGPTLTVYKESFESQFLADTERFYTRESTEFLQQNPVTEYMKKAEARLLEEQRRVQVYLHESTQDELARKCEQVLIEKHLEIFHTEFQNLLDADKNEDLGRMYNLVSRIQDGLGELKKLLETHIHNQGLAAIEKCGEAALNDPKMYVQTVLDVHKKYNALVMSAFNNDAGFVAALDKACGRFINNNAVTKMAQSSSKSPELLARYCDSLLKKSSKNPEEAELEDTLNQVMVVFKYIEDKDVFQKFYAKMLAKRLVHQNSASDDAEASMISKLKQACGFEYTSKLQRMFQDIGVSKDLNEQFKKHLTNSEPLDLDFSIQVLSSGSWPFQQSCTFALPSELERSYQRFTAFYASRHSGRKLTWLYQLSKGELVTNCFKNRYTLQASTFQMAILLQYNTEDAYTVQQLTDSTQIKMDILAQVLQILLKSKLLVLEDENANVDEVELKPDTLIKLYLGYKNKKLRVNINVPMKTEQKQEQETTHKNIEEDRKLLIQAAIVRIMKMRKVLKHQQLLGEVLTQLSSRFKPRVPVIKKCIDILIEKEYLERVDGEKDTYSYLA
# * marks the source's active call; other numbers are inactive results; & = joins results of further samples. These rows are one share of the data. The share of hits here may be higher or lower than overall.
# Start of the listing, in advance (six entries):
SMILES,RBX1-CUL1 inh
Cc1ccc(N=C2c3ccccc3C(=O)C2c2ccc(C(F)(F)F)cc2)cc1C (stereo not drawn),-10.8
CC(=O)N1CCN(c2ccc(-c3nc(-c4cccc(Cl)c4)no3)cn2)CC1,3.7
Cc1ccc(C(=O)O)cc1-c1ccc(/C=C2\SC(=O)N(CC(=O)N3CCOCC3)C2=O)o1,0.4
N#Cc1ccc(OCc2cccc3nsnc23)cc1,6.2
CC(=O)c1ccc(NC(=O)COC(=O)C23CC4CC(CC(C4)C2)C3)cc1,1.1
CCOC(=O)c1c(C)n(C)c2ccc(O)c(CN(C)C)c12,-2.4

# This part in full, previewed entries included:
SMILES,RBX1-CUL1 inh
Cc1ccc(N=C2c3ccccc3C(=O)C2c2ccc(C(F)(F)F)cc2)cc1C (stereo not drawn),-10.8
CC(=O)N1CCN(c2ccc(-c3nc(-c4cccc(Cl)c4)no3)cn2)CC1,3.7
Cc1ccc(C(=O)O)cc1-c1ccc(/C=C2\SC(=O)N(CC(=O)N3CCOCC3)C2=O)o1,0.4
N#Cc1ccc(OCc2cccc3nsnc23)cc1,6.2
CC(=O)c1ccc(NC(=O)COC(=O)C23CC4CC(CC(C4)C2)C3)cc1,1.1
CCOC(=O)c1c(C)n(C)c2ccc(O)c(CN(C)C)c12,-2.4
O=C(O)c1cccc(NC(=O)c2ccc3c(c2)C(=O)N(Cc2ccco2)C3=O)c1,9.3
COc1cccc(NS(=O)(=O)c2ccc3[nH]c4c(c3c2)CCCCCC4)c1,0.5
COC(=O)c1ccc(C(=O)OC)c(NC(=O)CN(c2ccccc2)S(=O)(=O)N(C)C)c1,-8.3
O=C(NCc1cccc(F)c1)C1CCN(c2nn3cc(-c4ccc(F)cc4)nc3s2)CC1,-0.9
COc1ccc(CNC(=O)c2cc3c(-c4ccc(Cl)cc4)nn(C)c3s2)cc1,-8.8
COc1cccc(C2=Nc3nc4ccccc4n3C(c3ccccc3F)C2)c1 (stereo not drawn),7.8
CCOc1ccc(NC(=O)CN(C)S(=O)(=O)c2cnc[nH]2)cc1,-14.2
Cc1ccc(CNC(=O)c2cc3sc(Cl)cc3n2C)cc1,4.6
CC(=O)N1CCCc2cc(S(=O)(=O)N3CCC(N(C)C(C)C)CC3)ccc21,-4.1
Cc1ccc(S(=O)(=O)c2ccc(Cl)c(Cl)c2)cc1S(=O)(=O)N1CCOCC1,-5.0
CCN(c1ccccc1C)S(=O)(=O)c1ccc(F)cc1,-2.9
Cc1cccc(N(C)C(=O)CS(=O)(=O)c2cccc3nsnc23)c1,0.0
CCOC(=O)Cn1c(=O)n(CC2CCCO2)c2nc(-c3ccc(OCC)cc3)nc(C(N)=O)c21 (stereo not drawn),-0.3
Cc1noc(NS(=O)(=O)c2ccc(NC(=O)COc3ccccc3Br)cc2)c1C,6.3
CC(C)OC(=O)C(C)Sc1n[nH]c(=O)[nH]c1=O (stereo not drawn),2.3
COc1ccc(C2=NC(=S)NC2c2ccc(OC)cc2)cc1 (stereo not drawn),-2.4
CCn1c(=O)c2c(nc3n(C(C)c4ccccc4)c(C)cn23)n(C)c1=O (stereo not drawn),1.2
Cn1ccc2cc(S(=O)(=O)N3CCCN(C(=O)Nc4ccc(Br)cc4)CC3)ccc21,0.0
CCC(=O)Nc1ccccc1CC,7.9
Cc1cc(C)c(C2C(=O)C3=C(CC(C)(C)CC3=O)N(C)C2=O)c(C)c1 (stereo not drawn),0.6
O=c1[nH]n(-c2cccc(Cl)c2)c(O)c1C=C1C=Nc2ccccc21,-2.2
COc1ccc(NC(=O)Cn2cnc3ccc(S(=O)(=O)N4CCC(C)CC4)cc3c2=O)cc1Cl,0.1
COC(=O)c1ccc(CC2=NC(=S)N(c3ccc(Br)cc3)C2=O)cc1,9.7
O=C(CSc1nnc(NC(=O)COc2ccccc2)s1)Nc1ccc(Br)cc1,2.9
CC(C)(C)C(=O)N1CCN(c2ccc(NC(=O)c3cccc(Cl)c3)cc2)CC1,2.6
CC1=C(C(=O)Nc2cccc(C(F)(F)F)c2)C2(CCN(C(C)C)CC2)OC1=O,-1.2
Clc1cscc1-c1cscc1Cl,4.0
CC1=C(C)CC(C(=O)NNC(=O)c2ccccc2)C(C(=O)O)C1 (stereo not drawn),0.8
CCOC(CCC1C(CO)c2ccccc2N1C(C)=O)OCC (stereo not drawn),-0.5
CCOc1cccc(-c2cc(C(=O)N/N=C/c3c(C)[nH]c4ccccc34)[nH]n2)c1,-1.0
O=C(CSC(=O)c1ccccc1)OCc1cnc(-c2ccccc2)o1,1.4
O=C(CSCc1c(Cl)cccc1Cl)Nc1ccc(C(=O)O)cc1,5.0
O=C1C2C3c4ccccc4C([N+](=O)[O-])(c4ccccc43)C2C(=O)N1c1ccccn1 (stereo not drawn),1.3
CCOc1ccc(C(=O)NC(C)C)cc1Br,4.1
Cc1ccc(NC(=O)c2sc3nc(-c4cccs4)ccc3c2N)cc1F,5.3&3.5
COc1ccc(C(C)(C)C)cc1S(=O)(=O)N1CCN(c2cc(Cl)ccc2Cl)CC1,1.6
Cc1cc(CN(C)C(=O)Nc2ncn[nH]2)on1,1.7
Cc1cc(C)c2c3c(sc2n1)C(c1ccccc1)C(C#N)C(=N)O3 (stereo not drawn),-1.1
COc1ccc(NC(=O)CN(c2ccc(OC)c(Cl)c2)S(C)(=O)=O)cc1Cl,5.7
O=S(=O)(NCc1ccccn1)c1ccc2ccccc2c1,4.9
C=C(C)C1Cc2c(C)nn(-c3cc(C)nc(C)n3)c2C1 (stereo not drawn),-0.4
Cc1c(C)n2c3c(=O)n(CCCO)c(=O)n(C)c3nc2n1-c1ccc(Cl)cc1,3.4
O=C(CN1CCN(Cc2ccc(F)cc2)C1=O)NCc1ccccc1Cl,-0.5
Cc1cccn2cc(Cn3ccc(-c4cccc(-c5cncnc5)c4)n3)nc12,-0.8
Fc1ccc(-c2nn3c(COc4ccccc4)nnc3s2)cc1,-4.7
Cc1nc(-c2ccc(S(=O)(=O)NCc3ccc(F)cc3)cc2)co1,-2.9
CCn1cc(C(=O)N2CCN(c3cc(Cl)ccc3C)CC2)c2cc(OC)c(OC)cc2c1=O,-2.2
O=C(CSc1nnc(Cn2cnc3ccccc32)o1)Nc1cccc(Cl)c1,-3.1
COc1ccc(OC)c(NC(=O)N(C)CCc2c(C)nn(C)c2C)c1,-3.1
COC(=O)c1ccc(NC(=O)c2snnc2C)cc1,-1.2
COc1cccc(C(=O)OCC(=O)Nc2ccccc2N2CCOCC2)c1,4.4
CCc1ccc(OCc2nnc(SCC(=O)Nc3ccccc3CC)n2C)cc1,7.0
CCC(C)NC(=O)CCc1c(C)nc2c(c(C)nn2-c2ccc(C)cc2)c1C (stereo not drawn),-0.4
Clc1ccc(-c2csc(=Nc3ccccc3)n2CCN2CCOCC2)c(Cl)c1,7.4
# Following part.
SMILES,RBX1-CUL1 inh
CN(C)c1ccc(CNC(=O)CCCn2ccc3cc(S(=O)(=O)N4CCCC4)ccc32)cc1,2.5
Cc1c(Br)c([N+](=O)[O-])nn1CC(=O)Nc1nc2ccccc2n1C,-0.4
COc1cc(C)ccc1OCCSc1nc(-c2cccc(C)c2)nc2cc(=O)[nH]n12,-3.1
O=C(NC(C1CC1)C1CC1)C1CCCN(C2CCN(Cc3ccccc3)CC2)C1 (stereo not drawn),0.1
COc1cc(Cl)c(C)cc1NC(=O)Cn1cc(S(=O)(=O)N2CCC(C)CC2)c2ccccc2c1=O,1.9
O=C(c1ccccc1)c1cccc(C(=O)c2ccccc2)n1,-8.0
Cc1ccc(CNC(=O)Cn2c(=O)ccc3cc(S(=O)(=O)N4CCCC4)ccc32)cc1,-2.7
COc1ccc(CNC(=O)C2CCN(c3nc4ccccc4[nH]3)CC2)cc1OC,10.5
CC(C)c1cc(C(C)C)c(N2CCOCC2)c(C(C)C)c1,-13.5
Cc1ccc(NC(=O)C23CCC(C)(C(O)C2)C3(C)C)cc1C (stereo not drawn),8.6
O=C1C(=O)N(c2cccc(C(F)(F)F)c2)C(c2ccc(Cl)cc2)C1C(=O)c1ccc(Br)cc1 (stereo not drawn),-6.3
c1ccc(Oc2cc(-c3ccccc3)ncn2)cc1,-2.7

# Some of these compounds in order of their number in RBX1-CUL1 inh, descending.
SMILES	RBX1-CUL1 inh
Cc1ccc(NC(=O)C23CCC(C)(C(O)C2)C3(C)C)cc1C (stereo not drawn)	8.6
O=C(NC(C1CC1)C1CC1)C1CCCN(C2CCN(Cc3ccccc3)CC2)C1 (stereo not drawn)	0.1
CC(C)c1cc(C(C)C)c(N2CCOCC2)c(C(C)C)c1	-13.5

# Additional records
SMILES,RBX1-CUL1 inh
CCOC(=O)C1CCCN(C2CCN(C(=O)CCC3(Cc4ccc(C)cc4)CCC(=O)N3)CC2)C1 (stereo not drawn),4.1
CCCCCCOc1ccc2oc(=O)cc(C)c2c1,-8.6
CC(Oc1ccc2c(=O)c(-c3ccc(Cl)cc3)coc2c1)C(=O)OC1CCCCC1 (stereo not drawn),-7.3
CCCSc1nnc2c(n1)OC(c1cn[nH]c1-c1ccccc1)N(C(=O)CC)c1ccccc1-2 (stereo not drawn),4.2
CCOc1cc(/C=C2\SC(=O)NC2=O)cc(Cl)c1O,11.0
O=C(NC(Cc1ccccc1)C(=O)NCc1ccccn1)OCc1ccccc1 (stereo not drawn),0.1
Cc1ccc(S(=O)(=O)N2CCN(Cc3cc(=O)n4nc(-c5ccccc5Cl)sc4n3)CC2)cc1,-4.6
CCn1c(SCC(=O)Nc2ccc(F)c(Cl)c2)nnc1-c1c(Cl)c(C)nn1C,3.0
CCOc1ccc(NC(=O)N2CCC(CN3CCc4ccccc4C3)CC2)cc1,3.5
COc1ccc(S(=O)(=O)Nc2ccc3oc4c(c3c2)C(=O)CC(C)(C)C4)cc1,0.9
Cc1cccc(C)c1-n1nnnc1C1(NCC(=O)O)CCCC1,4.7
O=C(CCS(=O)(=O)c1cccc2nonc12)Nc1c(F)cccc1F,-10.3

# Of the compounds above, two contain a nitro group on carbon.
SMILES,RBX1-CUL1 inh
O=C1C2C3c4ccccc4C([N+](=O)[O-])(c4ccccc43)C2C(=O)N1c1ccccn1 (stereo not drawn),1.3
Cc1c(Br)c([N+](=O)[O-])nn1CC(=O)Nc1nc2ccccc2n1C,-0.4

# The list goes on.
SMILES,RBX1-CUL1 inh
CC(C)(C)NCC(CNC(C)(C)C)OC(c1ccccc1)c1ccccc1,10.7
COc1ccc(C(=O)Nc2sc3c(c2C(=O)c2ccccc2)CCCC3)cc1,-9.2
COc1ccc(OCC(O)CN2CCC(O)CC2)c(CNCC(F)(F)F)c1 (stereo not drawn),5.3
CC1(C)Cc2nc(N3CCC(O)CC3)ncc2C(NC(=O)c2ccccn2)C1 (stereo not drawn),-3.5
O=C(NCc1ccco1)c1ccc2c(c1)N(Cc1ccc(Cl)cc1)C(=O)c1ccccc1S2=O (stereo not drawn),-7.0
O=S(=O)(c1ccc(-c2cnc(C3CC3)o2)cc1)N1CCN(c2ccccc2)CC1,-5.2
COCCNC(=O)c1ccccc1NC(=O)c1ccc(Cl)cc1,-2.0
Cn1ccnc1Sc1ccc(/C=N/NC(=O)CC#N)cc1[N+](=O)[O-],-3.7
O=C1C2=C(N=C3CC(c4ccccc4)CC(=O)C3C2c2ccc(Cl)cc2)c2ccccc21 (stereo not drawn),8.5
COc1ccc(C(=O)NCc2nnc(SCC(=O)NC3CCCC3)n2C)cc1,-11.2
CC(C)NC(=O)C1CCN(C2CCN(C(=O)C3(C)CCCCC3)CC2)CC1,5.0
CC(C)CNC(=O)c1ccc(C(C)(C)C)cc1,-9.2
Cc1ccc(Oc2ncccc2CNCc2ccc3nonc3c2)cn1,-4.6
Cc1ccc(C(=O)Cn2c(C(=O)/C=C/c3ccccc3)nc3ccccc32)cc1,-3.1
COc1ccc(-c2cc(-c3nc(-c4cc(OC)c(OC)c(OC)c4)no3)[nH]n2)c(OC)c1,8.3
COc1ccc(OC)c(CNC(=O)c2ccc(-c3nc(CSc4ccccc4)c(C)o3)cc2)c1,5.0
CCCCC(CC)Cn1c(SCC(=O)Nc2ccc(OC(F)(F)F)cc2)nc2c1c(=O)n(C)c(=O)n2C (stereo not drawn),6.2
C=CCOc1ccccc1NC(=O)c1ccccc1C,2.9
Cc1ccc(N(CCO)S(=O)(=O)c2ccc(NC3NS(=O)(=O)C4CCCCC34)cc2)cc1 (stereo not drawn),1.2
CCOC(=O)c1c(C)c(-c2ccccc2)n(CC(=O)Nc2cccc(C)c2C)c1C,-1.6
COc1ccccc1C1CCCN1c1nncc(-c2ccccc2F)n1 (stereo not drawn),3.6
Cc1ccc(NC(=O)C2CCCN2S(=O)(=O)c2ccc3c(c2)n(C)c(=O)c(=O)n3C)cc1C (stereo not drawn),4.9
O=C(c1ccoc1)N1CCc2[nH]nc(C(c3ccccc3)c3ccccc3)c2C1,-7.3
CCC(=O)C1CCCN(C(=O)CC2(c3ccccc3C)CC(=O)N(Cc3cccnc3)C2=O)C1 (stereo not drawn),-0.3
CC(C)Oc1ccc(C(O)=NS(=O)(=O)c2ccc(N)cc2)cc1,-2.9
CN(Cc1ccon1)C(=O)c1coc(COc2ccc(F)cc2Cl)n1,-5.1
Cc1oc(-c2ccccc2NC(=O)CCOc2ccccc2)nc1CNC(=O)CCn1nccc1C,3.1
O=C(NCc1ccccc1)c1cnc(N2CCCCC2)c2ccccc12,-6.6
CCOCC(=O)Nc1ccc(C)c(O)c1,5.3
COc1cc(C)c(NC2(c3ccccc3)C(=O)c3ccccc3C2=O)cc1C(C)C,-6.6
O=C(Nc1ccccc1COC(=O)c1ccco1)c1ccco1,8.0
CCOC(=O)c1sc(SC)c(C(=O)OCC)c1O,3.2
Cc1[nH]ncc1C(=O)N1CCOC(CC2CCCCC2)C1 (stereo not drawn),3.4
O=C1N(Cc2cccnc2)C[C@@H]2C[C@@H](c3ccc(OCc4ccccc4)cc3)N3CCC[C@@]123,10.9
O=C(CCc1nnc(Cc2ccc(-c3ccccc3)cc2)o1)N1CCCC(O)C1 (stereo not drawn),-7.4
COc1ccc(S(=O)(=O)Nc2ccc(-c3ccc(N4CCCC4)nn3)cc2)cc1F,-5.4
O=C(CCN1C(=O)c2ccccc2C1=O)N1CCN(C(=O)c2ccccc2)CC1,0.3
